# Bioassay records (PubChem)
# TRb-SRC2 inh = disrupts binding of human TR beta to SRC2; TRbeta-SRC2 peptide binding, fluorescence polarization; receptor liganded with 1 µM T3; Potency, µM (titrated, usually from 106 µM), for the others: at the highest dose activity change, negative = inhibition, actives largely listed as inhibitors; 0.065% of 280,000 active; P10828; AID 1469;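 further: plate controls were bound peptide for no effect and peptide without receptor for full effect; nearly all actives have a fitted effect of over 50% in size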
# Target sequence (P10828 whole entry, looked up): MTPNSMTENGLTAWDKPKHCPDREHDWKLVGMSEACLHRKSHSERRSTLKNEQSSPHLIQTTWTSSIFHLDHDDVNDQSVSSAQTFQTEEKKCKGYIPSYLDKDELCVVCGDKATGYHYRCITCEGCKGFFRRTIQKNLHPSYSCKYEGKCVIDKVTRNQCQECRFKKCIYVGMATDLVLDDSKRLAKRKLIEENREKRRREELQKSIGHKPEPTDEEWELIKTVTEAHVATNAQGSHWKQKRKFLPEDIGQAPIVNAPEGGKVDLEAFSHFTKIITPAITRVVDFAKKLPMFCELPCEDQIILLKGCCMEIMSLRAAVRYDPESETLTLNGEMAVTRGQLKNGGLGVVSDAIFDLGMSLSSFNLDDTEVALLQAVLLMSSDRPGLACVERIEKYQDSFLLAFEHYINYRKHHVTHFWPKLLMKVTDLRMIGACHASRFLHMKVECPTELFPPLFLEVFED
#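 Assay buffer: 20 mM Tris-HCl, 100 mM NaCl, 10% glycerol, 1 mM EDTA, 0.01% NP-40, 1 mM DTT, 1 uM T3, 5% DMSO; TRb LBD 0.6 uM, Texas Red SRC2 20 nM; FP after 5 hr.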
# TexasRed fluor = alters Texas Red total fluorescence, flagging assay interference | TRb/SRC2 Texas Red total fluorescence interference | AID 1479 | 0.29% of 280,000 active | Potency, µM (series often up to 106 µM), inactives show top-dose fluorescence change, negative = quenching; active means well fitted curve in either direction with a large enough effect; inconclusive means small, poorly fitted or top-dose-only effect
#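 Flags fluorescent or light-absorbing compounds by total fluorescence, S + 2P, at 555 nm excitation and 632 nm emission. Mixture: 20 nM Texas Red SRC2 peptide, 0.6 uM human TRb LBD, 1 uM T3, 5% DMSO; compound exposure 5 h at ambient temperature.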
# GoLoco inh red = blocks human Gai1 binding to RGS12 GoLoco peptide, red readout; Potency, µM (highest dose often 61.6 µM), for the others: at the top dose activity, negative = inhibition, most hits filed as inhibitors; 0.44% of 230,000 active; Gai1:RGS12 GoLoco peptide FP, rhodamine, 10 min; active means well fitted inhibition curve with a large enough effect, not every such curve was filed as active; inactive means no such curve, though single readings can be large or run the other way; further: nearly all actives have a fitted effect of over 30% in size; many of its hits are not listed in these tables
# Target sequence (P63096 whole entry, looked up): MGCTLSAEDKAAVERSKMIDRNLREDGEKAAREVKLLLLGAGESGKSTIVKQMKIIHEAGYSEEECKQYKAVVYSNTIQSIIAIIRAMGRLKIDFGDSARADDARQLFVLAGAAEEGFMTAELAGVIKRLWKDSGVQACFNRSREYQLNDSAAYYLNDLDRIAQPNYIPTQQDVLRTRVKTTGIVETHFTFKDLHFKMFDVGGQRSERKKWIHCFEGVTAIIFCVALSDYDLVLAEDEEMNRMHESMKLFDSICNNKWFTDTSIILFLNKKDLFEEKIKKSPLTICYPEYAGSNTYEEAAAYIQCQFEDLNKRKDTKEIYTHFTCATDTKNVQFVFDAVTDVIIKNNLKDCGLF
# KDM4E inh = JMJD2E (human) inhibition. AID 2147. 1.6% of 230,000 active. Potency, µM (top dose mostly 57.1 µM), for the others: top-dose activity change, negative = inhibition, usual class: inhibitors. JMJD2E catalytic domain, FDH-coupled NADH fluorescence (FDH is formaldehyde dehydrogenase). B2RXH2; active means well fitted inhibition curve with a large enough effect, not every such curve was filed as active; inconclusive means small, poorly fitted or top-dose-only effect, or another doubt; inactive means no such curve, though single readings can be large or run the other way;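 further: 0% = wells with enzyme and -100% = buffer wells without enzyme; nearly all actives have a fitted effect of over 50% in size; many of its hits are not listed in these tables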
# Tau fibril ThT = inhibitors of human tau fibril formation, thioflavin T binding | 2.1% of 270,000 active | Potency, µM (series often up to 57.4 µM), without a hit: at the top dose activity, negative = inhibition, hits mostly inhibitors | AID 1460 | recombinant tau K18 P301L (four-repeat tau fragment), heparin-induced fibrillization, ThT fluorescence; further: nearly all actives have a fitted effect of over 55% in size
# Target sequence (P10636 561-689 P618L limits assumed): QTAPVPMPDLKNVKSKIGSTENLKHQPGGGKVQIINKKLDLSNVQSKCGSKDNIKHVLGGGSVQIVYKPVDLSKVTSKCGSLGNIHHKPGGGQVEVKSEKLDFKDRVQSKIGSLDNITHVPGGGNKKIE
#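 Tau K18 P301L fragment (15 uM unlabeled plus 0.24 uM Alexa 594-labeled) in 100 mM sodium acetate pH 7 with compound, fibrillization induced by 20 uM heparin for 6 hr at 37 C. Thioflavin T (30 uM) added, fluorescence read after 1 hr (ex 450, em 510 nm).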
# Tau fibril FP = tau fibrillization inhibition (FP); Potency, µM (top dose mostly 57.7 µM), for the others: at the top dose activity, negative = inhibition, most hits filed as inhibitors; K18 P301L tau heparin fibrillization, Alexa594 FP, 6 h; P10636; 0.39% of 280,000 active; further: nearly all actives have a fitted effect of over 55% in size
#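 FP of Alexa 594-tau after heparin (20 uM) induction. Substrate: human K18 P301L, 15 uM unlabeled, 0.24 uM labeled. Buffer 100 mM sodium acetate pH 7. 6 hr, 37 C.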
# L3MBTL1 inh = L3MBTL1 (human) inhibition; Q9Y468; AlphaScreen L3MBTL1–H3K9me1 peptide binding; Potency, µM (top dose mostly 57.1 µM), for the others: at the top dose activity, negative = inhibition, actives largely listed as inhibitors; 0.66% of 230,000 active; AID 485360; further: nearly all actives have a fitted effect of over 60% in size
#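 AlphaScreen assay: L3MBTL1 (50 nM final) was preincubated 30 min at room temperature with biotinylated H3(1-15)K9me1 peptide (75 nM final), then 30 min with library compounds; streptavidin donor and nickel chelate acceptor beads (10 ug/mL final) added, 30 min dark.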
# RECQ1 inh = inhibitors of human RECQ1 DNA helicase | Potency, µM (titrated, usually from 57.3 µM), inactives show at the highest dose activity, negative = inhibition, usual class: inhibitors | P46063 | RECQ1 DNA unwinding, red fluorescence kinetic read | 0.54% of 240,000 active | AID 2549;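 further: plate controls were vehicle for no effect and no enzyme for full effect; nearly all actives have a fitted effect of over 30% in size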
#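 RECQ1T1 50 nM; forked duplex (20 bp + 30-nt ss tails) 200 nM, ATP 2 mM final; pH 8.0, 2 mM MgCl2, 2.5 ug/ml poly(dI-dC); 15 min compound preincubation; discontinuous kinetic read over 2 h at RT.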
# * marks the source's active call; other numbers are inactive results; i = inactive; ? = inconclusive; / = no result given; & = joins results of further samples; [ ] = remark or other dose. Unless noted, the call rests on the fitted dose curve; in most records, active means well fitted curve in the direction sought with a large enough effect; inconclusive means small, poorly fitted or top-dose-only effect, or another doubt; inactive means no such curve, though single readings can be large; an effect the other way counts as inactive or inconclusive. Unless noted, on the % scale 0 is the no-effect control and ±100 the full control effect; potency means the concentration at half of the fitted maximal effect.
SMILES,TRb-SRC2 inh,TexasRed fluor,GoLoco inh red,KDM4E inh,Tau fibril ThT,Tau fibril FP,L3MBTL1 inh,RECQ1 inh
CC(=O)NC12CC3CC(C1)CC(C(=O)Nc1nccs1)(C3)C2,-1%,-3%,6%,0%,-4%,-5%,10%,-6%
O=C(CC1NCCNC1=O)Nc1cccc(F)c1 (stereo unspecified),-3%,1%,/,/,-10%,-7%,/,/
COc1ccccc1Nc1c2c(nc3ccc(NC(=O)c4cccc(F)c4)cc13)CCCC2,5%,-6%,/,/,?,-10%,/,/
O=S1(=O)N=C(Nc2nc3c(s2)CCCC3)c2ccccc21,3%,-3%,-6%,5%,-16%,1%,5%,0%
COCCCN1C(=O)C(=O)/C(=C(/O)c2ccc(OC)cc2)C1c1ccc(O)c(OC)c1 (stereo unspecified),3%,1%,1%,-12%,-8%,-2%,-1%,7%
Cc1ccc(N2C(=N)SCC2=O)cc1Cl,8%,-2%,3%,4%,1%,3%,-1%,3%
O=C(CSc1nnc(CNc2ccc(F)cc2)o1)c1ccccc1,-4%,2%,24%,-2%,-6%,-1%[2.34 µM],8%,15%
Brc1cccc(CNCCCN2CCOCC2)c1,5%,-1%,17%,4%,-2%,2%,6%,i
Cc1oc(C)c(C(=O)O)c1COc1ccc(C(=O)O)cc1,-2%,1%,-8%,-4%,-1%,-3%,/,i
COc1cccc(/C=N/NC(=O)CCc2n[nH]c(=O)[nH]c2=O)c1O,-15%,?,1%,-3%,-12%,8%,12%,-9%

# Rewritten as tab-separated lines: 2 of the compounds above
structure	TRb-SRC2 inh	TexasRed fluor	GoLoco inh red	KDM4E inh	Tau fibril ThT	Tau fibril FP	L3MBTL1 inh	RECQ1 inh
CC(=O)NC12CC3CC(C1)CC(C(=O)Nc1nccs1)(C3)C2	-1%	-3%	6%	0%	-4%	-5%	10%	-6%
O=C(CC1NCCNC1=O)Nc1cccc(F)c1 (stereo unspecified)	-3%	1%	/	/	-10%	-7%	/	/

# Further entries:
SMILES,TRb-SRC2 inh,TexasRed fluor,GoLoco inh red,KDM4E inh,Tau fibril ThT,Tau fibril FP,L3MBTL1 inh,RECQ1 inh
C#CCOCCOCCOCCNc1nc(N2CCN(C(=O)[C@H](Cc3ccc(O)cc3)n3cc(CCO)nn3)CC2)nc(N2CCN(C(=O)[C@H](Cc3ccc(O)cc3)n3cc(CCO)nn3)CC2)n1,8%,-3%,6%,-4%,-11%,2%,1%,32µM*
CSc1ccc(C(=O)C2CCCN(Cc3ccc(N4CCNC4=O)cc3)C2)cc1 (stereo unspecified),-3%,-3%,4%,5%,-8%,-7%,-5%,i
CC(C)OC(=O)/C(=C/c1ccc2c(c1)c1ccccc1n2C)NC(=O)c1ccccc1,-10%,2%,17%,?,-10%,3%,-5%,-9%
O=c1[nH]c(CSc2nnc(-c3ccncc3)n2Cc2ccco2)nc2ccccc12,12%,1%,2%,5%,-10%,-9%,8%,i
COc1ccccc1CNC(=O)CSc1ccc(C(=O)Nc2ccccc2OC)cc1[N+](=O)[O-],5%,-19%,1%,3%,-5%,4%,8%,-8%
C=C1C[C@@]23CC4C5[C@@]6(C)C[C@H](O)C[C@@]57C2[C@H](O)[C@@H]1[C@H](O)[C@H]3[C@H]7N4C6,5%,1%,0%,1%,-1%,5%,/,2%
O=S(=O)(Nc1ccc(S(=O)(=O)Nc2cccc3ccccc23)cc1)c1ccccc1,-2%,-3%,3%,-5%,-12%,-16%,/,-11%
CCOc1ccc(NS(=O)(=O)c2ccc3[nH]cc(C(=O)NCc4ccccc4)c(=O)c3c2)cc1,8%,-2%,/,/,-3%,3.5µM*,/,/
COC(=O)c1cc2c(ccn2-c2ccc(F)cc2)n1Cc1cccc(OC)c1,-6%,0%,4%,?,-14%,-8%,-13%,-8%
CSc1cccc(NC(=O)N2CCN(S(=O)(=O)c3ccc4c(ccn4C)c3)CC2)c1,4%,4%,/,/,7%,?,/,/
Cc1ccc([N+](=O)[O-])cc1NC(=O)CCCOc1ccccc1,6%,0%,8%,9%,-9%,-5%,2%,-5%
Cc1cccc(S(=O)(=O)NC(Cc2c[nH]c3ccccc23)C(=O)O)c1 (stereo unspecified),-2%,-1%,0%,8%,3%,8%,3%,-2%
O=C(NCCc1ccccc1)c1cc(-c2ccc(Br)cc2)on1,-5%,-16%,/,/,-10%,2%,/,/
O=[N+]([O-])c1cccn2cc(-c3ccc(Br)cc3)nc12,-12%,-4%,14%,2%,5µM*,10%,-30%,-17%
O=S(=O)(c1ccc(F)cc1)N1CCC(Oc2cccc(C(F)(F)F)c2)CC1,3%,1%,/,/,-1%,4%,/,/
CCOc1ccc2nc(N3CCCC(C(=O)NCCCOC)C3)sc2c1 (stereo unspecified),2%,-2%,/,/,-10%,8%,/,/
CC(C)[C@@H]1NC(=O)c2cc([N+](=O)[O-])cc(F)c2NCCC[C@@H](C(N)=O)NC(=O)[C@H](CO)NC1=O,9%,0%,-8%,0%,9%,-7%,0%,-6%
O=C(O)c1ncc(Cl)c(Cl)c1Cl,4%&-4%,-2%&-5%,1%&1%,-22%&7%,9%,-1%&9%,9%,-5%&1%
Cc1cccc(Nc2nnc(-c3ccc(C)c(S(=O)(=O)N4CCOCC4)c3)c3ccccc23)c1,-5%,-32%,/,/,0%,-11%,/,/
Cc1nnc(SCc2cccc(Cl)c2)n(N)c1=O,-5%,-1%,-3%,6%,-3%,7%,/,2%
CN1CCN(CCCNC(=O)C2CC(=O)N(C3CCCCC3)C2)CC1 (stereo unspecified),5%,1%,2%,0%,4%,2%,13%,-3%
N#Cc1nc(/C=C/c2ccc(F)cc2)oc1N1CCN(c2ccccc2)CC1,-12%,-1%,/,/,-8%,2%,/,/
O=C(CSc1n[nH]c(-c2ccccc2)n1)c1ccccc1,-5%,-4%,17%,-10%,6%,-3%,3%,-14%
COC(=O)n1c(SC)nc2ccccc21,-8%,-3%,1%,4%,7%,-6%,50%[activator],-4%
CN1/C(=C\C=N\O)C(C)(C)c2ccccc21,2%,0%,17%,-6%,?,-5%,-4%,-4%
O=C(c1[nH]ncc1-c1ccc(Cl)cc1)C1CO1 (stereo unspecified),-10%,-1%,1%,-5%,?,-3%,5%,-18%
Cc1ccccc1C(=O)Nc1sc2c(c1C(=O)N1CCC(C)CC1)CCC(C)C2 (stereo unspecified),-3%,-3%,/,/,-17%,-10%,/,/
O=C(c1cc(-c2ccc(Cl)c(Cl)c2)on1)N1CCCCC1,-15%,0%,8%,-4%,-13%,-15%,5%,-11%
CC(C)Oc1nc(-c2ccc(Cl)cc2)nc2ccccc12,-1%,-4%,7%,9%,/,/,/,-8%
Cc1cncn1CCc1nc2c3ccccc3nc(SCC(=O)Nc3ccccc3F)n2n1,1%,-8%,/,/,-11%,-8%,/,/

# The list goes on, overlapping the part above by five compounds.
SMILES,TRb-SRC2 inh,TexasRed fluor,GoLoco inh red,KDM4E inh,Tau fibril ThT,Tau fibril FP,L3MBTL1 inh,RECQ1 inh
O=C(c1[nH]ncc1-c1ccc(Cl)cc1)C1CO1 (stereo unspecified),-10%,-1%,1%,-5%,?,-3%,5%,-18%
Cc1ccccc1C(=O)Nc1sc2c(c1C(=O)N1CCC(C)CC1)CCC(C)C2 (stereo unspecified),-3%,-3%,/,/,-17%,-10%,/,/
O=C(c1cc(-c2ccc(Cl)c(Cl)c2)on1)N1CCCCC1,-15%,0%,8%,-4%,-13%,-15%,5%,-11%
CC(C)Oc1nc(-c2ccc(Cl)cc2)nc2ccccc12,-1%,-4%,7%,9%,/,/,/,-8%
Cc1cncn1CCc1nc2c3ccccc3nc(SCC(=O)Nc3ccccc3F)n2n1,1%,-8%,/,/,-11%,-8%,/,/
Cn1c(=O)n(CC(=O)N2CCN(c3nnc(-c4ccccc4)c4ccccc34)CC2)c2ccccc21,-10%,1%,3%,-4%,0%,4%,-5%,-3%
O=C(O)c1ccc(S(=O)(=O)c2ccc3c(c2)C(=O)N(NC(=O)c2ccccc2)C3=O)cc1,5%,-2%,8%,7%,-2%,3%,/,3%
COc1cc(/C=N/NC(=O)Cc2cccs2)c([N+](=O)[O-])cc1OC,-6%,-9%,-4%,4%,12%,8%,22%,i
NC(=O)C1CCN(C2CC(=O)N(Cc3cccs3)C2=O)CC1 (stereo unspecified),-5%,-1%,7%,0%,-5%,3%,/,-3%
CCOCCCn1c(=S)[nH]c2cc(C(=O)NCCCN(CC)CC)ccc2c1=O,-1%,-3%,15%,-2%,-10%,2%,/,?

# Complete entries as entered above. Screens in order: TRb-SRC2 inh | TexasRed fluor | GoLoco inh red | KDM4E inh | Tau fibril ThT | Tau fibril FP | L3MBTL1 inh | RECQ1 inh
# `NC(=O)C1CCN(C2CC(=O)N(Cc3cccs3)C2=O)CC1` (stereo unspecified) is listed as -5% | -1% | 7% | 0% | -5% | 3% | / | -3%
# `Cn1c(=O)n(CC(=O)N2CCN(c3nnc(-c4ccccc4)c4ccccc34)CC2)c2ccccc21` is listed as -10% | 1% | 3% | -4% | 0% | 4% | -5% | -3%
# `O=C(O)c1ccc(S(=O)(=O)c2ccc3c(c2)C(=O)N(NC(=O)c2ccccc2)C3=O)cc1` is listed as 5% | -2% | 8% | 7% | -2% | 3% | / | 3%
# `CCOCCCn1c(=S)[nH]c2cc(C(=O)NCCCN(CC)CC)ccc2c1=O` is listed as -1% | -3% | 15% | -2% | -10% | 2% | / | ?

# A portion of the library (hit frequency here may not be typical).
